Screening data as filed in PubChem BioAssay.
EP2 mod: modulates human prostaglandin E2 receptor EP2 signaling. P43116. EP2-expressing cells, cAMP HTRF FRET, PGE2 co-stimulation. induction, % at 25 µM. 260,000 tested, 0.83% active. AID 940;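 active = compounds whose cAMP rise, as percent of the full-agonist control response, exceeds 60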;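 also: rat C6 glioma line stably carrying human EP2 under a CMV promoter; the protocol text gives 20 µM as final concentration; 100% = response of wells given 1 µM PGE2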
Target sequence (P43116 whole entry, looked up): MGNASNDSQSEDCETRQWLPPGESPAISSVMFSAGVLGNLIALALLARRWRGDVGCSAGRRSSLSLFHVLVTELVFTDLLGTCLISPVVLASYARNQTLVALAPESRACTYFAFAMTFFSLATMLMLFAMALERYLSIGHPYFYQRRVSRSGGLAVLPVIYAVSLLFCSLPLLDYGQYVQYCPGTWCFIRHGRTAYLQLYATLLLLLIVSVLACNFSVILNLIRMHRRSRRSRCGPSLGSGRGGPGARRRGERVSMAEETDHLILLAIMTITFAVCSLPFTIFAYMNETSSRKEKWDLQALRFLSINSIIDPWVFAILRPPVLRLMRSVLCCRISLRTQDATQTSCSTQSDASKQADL
zfTRPN1 agonist: agonists of zebrafish TRPN1 channel; HEK293 zebrafish TRPN1-YFP, Fluo-8 calcium fluorescence; 100% = response to 87 µM carbachol; activation, % at 3 µM; 220,000 tested, 0.18% active; AID 1424;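 active = activation above its plate's cutoff, the mean activation of test wells on that plate plus 3 SD, cut at about 19% in these data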;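 also: 0% = DMSO alone and 100% = 87 µM carbachol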
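Material – zebrafish TRPN1-YFP in HEK293 cells · Doses – 3 µM single point · Schedule – dye 1 h 37 °C plus 30 min RT · Signal – Fluo-8 calcium fluorescence, excitation 470-495 nm, emission 515-575 nm · Read-out – % activation versus carbachol response · Control set – carbachol high, DMSO low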
14-3-3 Bad PPI: disrupts binding of bovine 14-3-3 zeta to phospho-Bad peptide; P63103; TR-FRET 14-3-3zeta/Dy647-pBad peptide displacement, 1 h; inhibition, % at 21.7 µM; 220,000 tested, 0.71% active;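 active = inhibition above about 70%, limit read from the data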;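 also: 0% = full 14-3-3 plus peptide FRET controls and 100% = background without 14-3-3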
Target sequence (P63103 whole entry, looked up): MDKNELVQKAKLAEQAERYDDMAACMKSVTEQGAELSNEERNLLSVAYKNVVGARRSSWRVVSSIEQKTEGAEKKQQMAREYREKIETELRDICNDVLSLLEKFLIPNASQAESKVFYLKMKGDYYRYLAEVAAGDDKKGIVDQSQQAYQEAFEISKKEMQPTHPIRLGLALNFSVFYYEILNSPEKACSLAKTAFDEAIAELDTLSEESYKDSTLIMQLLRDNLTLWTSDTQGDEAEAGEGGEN
CHOP inhibitor: CHOP inhibition in unfolded protein response; CHO-K1 CHOP-promoter luciferase, tunicamycin-induced, 15-18 h; inhibition, % at 10 µM; 220,000 tested, 3.8% active; AID 2732;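 active = compounds that reduced the stress-induced luciferase reporter signal by more than about 70% of percent inhibition, limit read from the data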;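 also: 0% = tunicamycin plus vehicle and 100% = wells without tunicamycin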
NPY Y1 blocker: blocks the human neuropeptide Y Y1 receptor | P25929 | inhibition, % at 3.6 µM | HEK293-CNG Y1 cells, membrane potential fluorescence; NPY at EC95, then isoproterenol | 200,000 tested, 1% active;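 active = inhibition above the campaign mean inhibition of all tested compounds plus 3 SD, cut at about 20% in these data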;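 also: 0% = DMSO wells given NPY plus isoproterenol and 100% = isoproterenol alone without NPY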
Target sequence (P25929 whole entry, looked up): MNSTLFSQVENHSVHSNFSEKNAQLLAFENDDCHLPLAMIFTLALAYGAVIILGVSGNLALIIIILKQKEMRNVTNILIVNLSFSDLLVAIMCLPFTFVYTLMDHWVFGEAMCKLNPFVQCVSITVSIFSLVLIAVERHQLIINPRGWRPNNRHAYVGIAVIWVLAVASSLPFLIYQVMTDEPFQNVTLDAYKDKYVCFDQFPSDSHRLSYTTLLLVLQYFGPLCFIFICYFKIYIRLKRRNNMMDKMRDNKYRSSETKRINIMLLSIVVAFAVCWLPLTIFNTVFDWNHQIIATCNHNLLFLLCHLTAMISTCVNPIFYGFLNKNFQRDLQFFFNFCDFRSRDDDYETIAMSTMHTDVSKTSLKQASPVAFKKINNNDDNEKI
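Assay system: HEK293 cells with Y1 receptor plus CNG channel | Probe or stimulus: NPY (25 nM), isoproterenol (1 µM), Ro 20-1724 (25 µM) | Timing: Compound incubation 1 h at room temperature, readout 45 min post-stimulation | Measured by: Membrane-potential fluorescent dye readout | Benchmarks: High control isoproterenol alone, low control NPY with isoproterenol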
PPC-1+TRAIL kill: compounds killing PPC-1 cancer cells with TRAIL present (potentiator screen, no TRAIL-free arm); PPC-1 cells + TRAIL, ATPLite viability luminescence; cell killing (% activity), % at 4 µM; 220,000 tested, 0.41% active;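 active = cell killing above 50% in the first pass at 4 µM, then a duplicate retest at 5 µM averaging 50% or more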;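 also: plate controls were cells with TRAIL plus DMSO for no effect and medium-only wells lacking cells for full effect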
TRPML3 agonist: human mucolipin-3 channel agonism; Q8TDD5; HEK293 TRPML3-YFP, Fluo-8 calcium fluorescence; 100% = the carbachol control signal; activation, % at 3 µM; 220,000 tested, 0.29% active;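 active = activation above its plate's cutoff, the mean activation of the plate's test wells plus 3 SD, cut at about 12% in these data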;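 also: 0% = DMSO only wells and 100% = carbachol wells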
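Material: TRPML3-YFP stable HEK293 cells | Dosing: One concentration, 3 µM nominal, 0.3% DMSO | Timing: 125 s total fluorescence read per well | Technique: Fluo-8 calcium dye fluorescence, ex 470-495, em 515-575 nm | Measure: Percent activation from peak-to-basal fluorescence ratio, scaled between DMSO and carbachol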
NPY-Y1 PAM-ag: potentiates or activates human NPY-Y1 receptor. P25929. NPY-Y1 expressing cells, potentiator/agonist activation. 220,000 tested, 0.37% active. activation, % at 3.6 µM; in the data active = activation above about 33%, passing the limit was not always enough;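 also: cells stimulated with NPY at EC10 then isoproterenol at EC100; 0% = low agonist plus stimulus and 100% = saturating agonist plus stimulus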
PGE2 EP2 inh: EP2 receptor (human) inhibition | AID 1422 | 260,000 tested, 0.52% active | P43116 | inhibition, % at 25 µM | C6 glioma cells expressing human EP2, cAMP TR-FRET; cells stimulated with saturating PGE2;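 active = percent inhibition above 40 after rounding to a whole number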;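 also: rat C6 glioma host cells with rolipram phosphodiesterase inhibitor present; the protocol text gives 20 µM as final concentration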
Active calls of the source: *; · = not tested or not shown; & = joins results of further samples; ! = not confirmed by another sample; [ ] = another dose, or the depositor's remark.

SMILES	EP2 mod	zfTRPN1 agonist	14-3-3 Bad PPI	CHOP inhibitor	NPY Y1 blocker	PPC-1+TRAIL kill	TRPML3 agonist	NPY-Y1 PAM-ag	PGE2 EP2 inh
COc1ccc(C(=O)NC2CCCCCC2)cc1S(=O)(=O)Nc1ccc(Br)cc1	-4	-0.3	4	-11	-3	-4	0.4	48*	7
COC(=O)c1ccccc1NC(=O)c1ccc(COc2ccc(C)c(C)c2)o1	13	-0.9	-4	-19	29*	-1	-0.2	-5	4
COc1cccc(CN(Cc2cccnc2)S(=O)(=O)c2ccc(-n3cnnn3)c(C)c2)c1OC	-5	0.0	-7	29	-5	18	0.5	5	2
COc1ccc(Cl)c(S(=O)(=O)N2CCCC2)c1	6	-1.2	2	10	-3	0	0.3	-14	·
COc1ccc(OCCNS(=O)(=O)c2cccc([N+](=O)[O-])c2)cc1	-15	-2.2	-6	7	7	15	1.1	-10	4
CCOCCc1c(O)nc(SC)[nH]c1=O	24	0.2	-4	-24	·	-19	1.1	11	8
COc1ccc(C2CC(=O)C(C=NCCN3CCN(C(=S)Nc4ccccc4)CC3)=C(O)C2)cc1 (configuration not stated)	-37	3.4	-5	10	·	4	1.0	11	7
CC(C)(C)S(=O)(=O)c1cnc2c(S(=O)(=O)c3ccccc3)cnn2c1N	-2	0.3	-6	3	-3	8	1.2	-3	3
Cc1cc(=O)n2nc(N3CCCC(C(=O)N4CCN(C)CC4)C3)sc2n1 (configuration not stated)	11	1.3	9	30	1	19	0.5	1	10
CCOc1c(Cl)cc(C(=O)Nc2cccc(C(=O)O)c2)cc1Cl	-15	0.0	-9	5	0	20	-0.2	9	15
COc1cc(CNCCCN2CCOCC2)c(Br)cc1OCC(=O)Nc1ccccc1C	-29	0.6	-14	-10	11	19	2.0	-11	8
O=C(Nc1cccnc1)c1cc(-c2ccc(Cl)cc2)on1	-18	1.1	25	-34	1	20	0.7	8	6
COc1ccc(S(=O)(=O)N2CCOC2CNC(=O)C(=O)NCc2cccnc2)cc1C (configuration not stated)	26	-0.8	0	8	·	21	0.6	8	5
CC(O)(CS(=O)(=O)Cc1ccc(Cl)cc1)C(=O)Nc1cccc(C(F)(F)F)c1 (configuration not stated)	-4	0.7	-8	6	-4	10	1.4	27	4
Nc1c(S(=O)(=O)c2ccccc2)nnn1-c1ccccc1	-1	0.3	8[fluorescence artefact?]	-6	-10	-3	0.2	1	5
Nn1c(SCC(=O)NCc2ccc3c(c2)OCO3)nnc1C1CC1	13	0.2	-9	12	3	2	0.3	5	23
Cc1ccc(S(=O)(=O)N2CCC(=O)N(C(COC(=O)Nc3ccccc3)Cc3ccccc3)CC2)cc1 (configuration not stated)	9	0.5	-8[fluorescence artefact?]	41	-10	6	1.4	5	4
Cc1cc(N2CCOCC2)nc(SCc2c(Cl)cccc2Cl)n1	29	-1.3	-22	46	6	5	0.1	-22	9
CCOC(=O)c1cccc(NC(=O)CCc2ccccc2)c1	-23	-2.0	-2	5	3	31	0.0	3	8
CCOC(=O)c1c(C)[nH]c(C)c1C=O	19	0.1	-3	6	-6	3	0.6	5	10
Clc1ccc(CSc2nncn2-c2ccc3c(c2)OCCO3)cc1	-64	-1.0	-3	-14	·	-10	0.2	-11	7
Cc1nn(-c2ccccc2)c(Cl)c1C(=O)N(C)c1nc(-c2ccc(F)cc2)cs1	13	0.2	-16[fluorescence artefact?]	48	-3	1	0.3	-5	12
CC(C)(C)c1cc(NC(=O)Nc2ccc(Br)cc2Cl)no1	-11	-0.3	2	9	2	14	0.8	10	9
O=C(NC1CC2CCCC(C1)N2C(=S)NCCc1ccccc1)C1CC1 (configuration not stated)	-88&-72	1.9	-5	19	-3	7	0.4	5	7&2
O=C(NCCNC(=O)c1ccc([N+](=O)[O-])cc1)c1ccncc1	15	1.7	0	1	1	0	0.8	-6	5

Not a retest: entries from further up.
SMILES	EP2 mod	zfTRPN1 agonist	14-3-3 Bad PPI	CHOP inhibitor	NPY Y1 blocker	PPC-1+TRAIL kill	TRPML3 agonist	NPY-Y1 PAM-ag	PGE2 EP2 inh
O=C(NC1CC2CCCC(C1)N2C(=S)NCCc1ccccc1)C1CC1 (configuration not stated)	-88&-72	1.9	-5	19	-3	7	0.4	5	7&2
O=C(NCCNC(=O)c1ccc([N+](=O)[O-])cc1)c1ccncc1	15	1.7	0	1	1	0	0.8	-6	5

(next part)
SMILES	EP2 mod	zfTRPN1 agonist	14-3-3 Bad PPI	CHOP inhibitor	NPY Y1 blocker	PPC-1+TRAIL kill	TRPML3 agonist	NPY-Y1 PAM-ag	PGE2 EP2 inh
CC1=CC(=C(C#N)C#N)C=C(C)N1Cc1ccccc1	1	0.3	-3	-15	2	12	1.1	-1	1
COc1cccc(-c2n[nH]c(=S)n2Cc2ccco2)c1	-4	-0.4	0	1	·	8	0.1	-16	5
O=C(O)CC/C(=N\NC(=O)c1ccc(F)cc1)c1ccc(Br)cc1	22	1.4	-17	16	6	12	0.4	-31	6
NC(=O)C1CCN(C(=O)c2cc(S(=O)(=O)N3CCOCC3)c(Cl)cc2Cl)CC1	3	1.4	-2	4	3	10	0.1	0	11
CCn1c(SCC(=O)Nc2ccc(N3CCOCC3)c(Cl)c2)nnc1-c1ccc(N)cc1	14	4.2	-10	20	-12	2	0.5	9	16
CCCC(=O)c1ccc(N2CCOCC2)c(F)c1	1	-1.0	2	37	5	14	0.6	-1	6
Cc1ccc(CC2CC(=O)N(CC(=O)O)C2=O)cc1 (configuration not stated)	15	2.7	2[fluorescence artefact?]	-6	1	-16	0.4	-12	0
Nc1nnnn1CC(=O)N/N=C/c1cc([N+](=O)[O-])ccc1Cl	34	1.0	-6	-7	-1	-10	0.9	-5	6
CC(=O)N[C@@H](C)C(=O)N1CCN(S(=O)(=O)c2ccc(Cl)cc2)CC1	28	0.9	-9	10	1	-11	1.6	0	5
COC(=O)c1sccc1NC(=O)c1ccc(OC)c([N+](=O)[O-])c1	6	0.2	10	19	-1	17	0.8	-7	9
CCc1sc(NC(=O)CN2CCOCC2)nc1-c1ccccc1	13	-0.7	-4	26	-4	13	-1.2	-7	15
CS(=O)(=O)N(CC(=O)N1CCCC1)c1cc(C(F)(F)F)ccc1Cl	-2	1.3	7	18	5	5	0.1	15	10
COC(=O)c1nn(-c2ccccc2)c(Sc2ccc(C)cc2)c1/C=N/O	20	-1.9	15	54	5	-9	-1.5	-17	-8
CC(/C=C/C=C/c1ccccc1)=N/NC(=O)C(O)c1ccccc1 (configuration not stated)	-91	-0.5	-2	18	·	11	0.2	4	6
O=C(C1CCN(Cc2ccc(F)cc2)CC1)N(CCc1ccccc1)Cc1ccccc1	9	-0.5	36[fluorescence artefact?]	26	21*	28	0.3	-29	9
O=C(CC1C(=O)NCCN1CC1CCCCC1)NCc1ccc(F)cc1 (configuration not stated)	6	-0.6	-13	-3	11	-9	0.3	10	12
CC1(C)C2CCC1(CS(=O)(=O)N1CCCc3ccccc31)C(=O)C2 (configuration not stated)	1	-1.1	-10[fluorescence artefact?]	9	3	17	1.9	-14	10
COc1cc2ncc(C(=O)c3ccccc3)c(N3CCN(Cc4ccccc4)CC3)c2cc1OC	86*	-0.3	6	29	·	12	-1.5	-21	7
OC(C#CCN1CCCC1)(c1ccccc1)c1cccnc1 (configuration not stated)	3	-1.2	57	2	·	9	-0.8	11	0
CCC(C)C(=O)Nc1cccc(SC)c1 (configuration not stated)	-18	0.3	-8	-14	2	3	0.8	4	3
CN(C)c1ncc(C(=O)O)cn1	7	2.3	6[fluorescence artefact?]	0	3	17	0.4	-13	6
Cc1ccc(-c2nc(NC(=O)c3cc(C(C)(C)C)nn3C)sc2C)cc1Cl	18	0.6	0	9	·	4	1.0	-58	11
COc1ccc(/C=C(/NC(=O)c2ccc(OC)cc2)C(=O)NCCc2c[nH]c3ccccc23)cc1	-13	-0.2	-12	3	1	10	0.6	-8	14
Cc1c(NC(=O)Nc2c(Cl)cccc2Cl)c(=O)n(-c2ccccc2)n1C	11&9	0.4	1	-2	·	-20	-0.1	12	48*!
CC(C)CNC(=O)COC(=O)c1cc(S(=O)(=O)N(C)C)ccc1N1CCCC1	17	-0.7	17	5	-3	18	0.2	3	4
SMILES	EP2 mod	zfTRPN1 agonist	14-3-3 Bad PPI	CHOP inhibitor	NPY Y1 blocker	PPC-1+TRAIL kill	TRPML3 agonist	NPY-Y1 PAM-ag	PGE2 EP2 inh
CCOC(=O)N/N=C/c1c(F)cccc1F	15	0.0	-1[fluorescence artefact?]	-30	-2	11	0.3	-3	12
Cc1ccc(S(=O)(=O)c2nc(C(C)(C)C)oc2N2CCOCC2)cc1	23	0.6	10	-8	2	1	0.9	-5	7
CCOc1cc2[nH]c(=O)n(CCC(=O)NCCc3ccc(OC)c(OC)c3)c(=O)c2cc1OCC	28	2.3	10	-8	-7	15	0.8	-10	5
Cc1cc(NC(=O)NN2CCOCC2)nn1-c1c(Cl)cc(Cl)cc1Cl	-11	0.2	-11	7	·	15	0.6	15	15
C=CCNc1cc(N2CCCC2)ccc1[N+](=O)[O-]	39	-4.2	15	11	5	21	-0.9	4	6
CCOc1cc(/C=N/NC(=O)C(=O)Nc2cc(Cl)ccc2C)ccc1O	-27	-0.8	-4	5	-3	7	0.6	1	7
CCCCOc1ccc(C(=O)N/C(=C\c2ccc(OC)cc2)C(=O)OCc2ccco2)cc1	36	2.0	0	6	5	3	1.2	-20	17
Cc1nc(C(=O)Nc2ccccc2)sc1C(=O)Nc1ccccc1	-2	1.1	-1	-27	·	18	0.5	5	3
CCc1c(C)nc2ncnn2c1N1CCC(C(=O)Nc2ccc(C)cc2)CC1	6	0.3	1	24	-3	-2	0.0	15	3
Cc1ccc2nc(-c3ccncc3)c(NC3CCCCC3)n2c1	32	-0.4	-4	-8	-3	26	-0.1	14	4
CC1Cc2ccccc2N1CC(=O)c1c(N)n(Cc2ccccc2)c(=O)n(C)c1=O (configuration not stated)	9	0.7	-9[fluorescence artefact?]	60	2	-4	0.8	10	15
O=C(Nc1n[nH]c(C2CCCCC2)n1)C1CCCCC1	18	-0.7	5[fluorescence artefact?]	19	-6	34	-0.3	13	-1
O=C(NCC(c1ccco1)N1CCN(c2ccccc2F)CC1)OCc1ccccc1 (configuration not stated)	-7	-1.0	-12[fluorescence artefact?]	42	2	-16	-0.5	-22	7
Cn1c(N)c(C(=O)COC(=O)CCC2CCCCC2)c(=O)n(C)c1=O	-30	5.7	0	10	0	16	2.7	16	7
CNc1nc2sc3c(c2c(=O)n1C)CC(C)(C)SC3	9	1.2	3	37	-2	13	0.8	3	5
CCCCCNC(=O)c1cccnc1SCC(=O)Nc1ccccc1OC	1	-0.1	-6[fluorescence artefact?]	23	3	22	0.3	0	5

This is a subset. The share of hits here may be higher or lower than overall.
